Compound activity as filed in PubChem BioAssay.
mIAP activ: activators of mouse IAP, primary screen, biochemical, luminescence, uHTS | intestinal alkaline phosphatase [Mus musculus] | muIAP, CDP-Star luminescence, 30 min; hits give high values; 1 = vehicle-only enzyme signal, 0 = enzyme-free wells | activation factor at 10 µM | actives 0.24% (n = 330,000) | AID 2805, 2010;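 active = activation factor of at least 2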; also: the source names both 10 and 20 µM as test concentration; values of inactives mirror those of a sister screen read the other way
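also added = chemiluminescent substrate CDP-Star | test system = mouse IAP enzyme | signal = chemiluminescence readout | compound = DMSO-dissolved test compounds | incubation = 30 min at room temperature | benchmarks = DMSO wells, no-enzyme wells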
hIAP block: human IAP inhibitors, primary screen, biochemical, luminescence, uHTS; purified IAP, CDP-Star luminescence, 30 min; inhibition, % at 10 µM; actives 0.12% (n = 330,000); Intestinal-type alkaline phosphatase (Homo sapiens), P09923; AID 2544, 2010;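 active = inhibition reaching a set limit with compound at 10 µM in the primary screen, cut at about 35% in these data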;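 also: plate controls were DMSO wells with enzyme for no effect and no-enzyme buffer wells for full effect; values of inactives mirror those of a sister screen read the other way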
Target sequence (P09923 whole entry, looked up): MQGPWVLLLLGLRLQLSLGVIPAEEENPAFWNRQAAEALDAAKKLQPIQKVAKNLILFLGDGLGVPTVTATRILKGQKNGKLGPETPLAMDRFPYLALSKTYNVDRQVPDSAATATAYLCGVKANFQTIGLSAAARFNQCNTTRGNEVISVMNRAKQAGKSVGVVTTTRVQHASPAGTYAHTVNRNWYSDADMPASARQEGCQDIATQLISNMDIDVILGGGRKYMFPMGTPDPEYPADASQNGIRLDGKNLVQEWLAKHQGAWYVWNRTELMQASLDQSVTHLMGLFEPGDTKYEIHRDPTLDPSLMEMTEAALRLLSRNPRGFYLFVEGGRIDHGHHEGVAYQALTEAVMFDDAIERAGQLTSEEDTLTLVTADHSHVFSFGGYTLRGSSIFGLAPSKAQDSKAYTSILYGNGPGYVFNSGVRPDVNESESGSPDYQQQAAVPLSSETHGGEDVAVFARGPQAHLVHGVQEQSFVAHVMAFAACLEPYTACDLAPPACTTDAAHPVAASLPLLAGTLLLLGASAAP
MPTP block: mitochondrial permeability transition pore inhibitors, primary screen, biochemical, isolated mouse mitochondria, absorbance; Ca2+ swelling absorbance, 30 min; inhibition, % at 10 µM; actives 1.4% (n = 360,000);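 active = inhibition of 50% or more, scaled per plate between neutral and stimulator controls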;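 also: 0% = DMSO wells given calcium and 100% = 1 mM EGTA wells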
A3A deaminase: APOBEC3A ssDNA deaminase inhibitors, primary screen, selectivity assay for APOBEC3G inhibitor project, biochemical, FAM/TAMRA oligo cleavage fluorescence; DNA dC->dU-editing enzyme APOBEC-3A (Homo sapiens), P31941; recombinant A3A, FAM/TAMRA ssDNA deamination fluorescence; inhibition, % at 20 µM; actives 0.41% (n = 330,000);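 active = at least 40% inhibition at 20 µM here, with at most 30% in a related deaminase screen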;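 also: plate controls were A3A with DMSO for no effect and wells lacking A3A enzyme for full effect; some results filed as inactive read as strong as hits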
Target sequence (P31941 whole entry, looked up): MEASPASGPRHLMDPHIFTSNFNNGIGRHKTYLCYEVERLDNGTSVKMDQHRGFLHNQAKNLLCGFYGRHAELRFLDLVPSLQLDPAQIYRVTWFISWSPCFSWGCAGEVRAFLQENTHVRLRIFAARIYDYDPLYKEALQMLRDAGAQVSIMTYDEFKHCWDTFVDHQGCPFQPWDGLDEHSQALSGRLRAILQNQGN
ATG4B inhibitor: ATG4B protease inhibitors, primary screen, biochemical, fluorescence, uHTS. ATG4B cleavage of LC3-PLA2, NBD-HPC fluorescence, 1 h. inhibition, % at 8.33 µM. actives 0.51% (n = 340,000). AID 504462, 2011; in the data active = inhibition above about 40%
mIAP block: inhibitors of mouse IAP, primary screen, biochemical, luminescence, uHTS. actives 0.2% (n = 330,000). inhibition, % at 10 µM. purified mouse IAP, CDP-Star luminescence, 30 min. AID 2806, 2010;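 active = inhibition of at least 40% at 10 µM in the primary screen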;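 also: plate controls were DMSO with enzyme for no effect and no enzyme wells for full effect; values of inactives mirror those of a sister screen read the other way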
hIAP act: human IAP activators, primary screen, biochemical, luminescence, uHTS; purified human IAP, CDP-Star luminescence, 30 min; hits give high values; 1 = vehicle-only enzyme, 0 = enzyme-free background; activation factor at 10 µM; Intestinal-type alkaline phosphatase (Homo sapiens), P09923; actives 0.16% (n = 330,000);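 active = activation factor of the enzyme at least 2-fold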; also: the source names both 10 and 20 µM as test concentration; values of inactives mirror those of a sister screen read the other way
beta cell repl: inducers of MIN6 beta-cell proliferation, primary screen, ATP luminescence, uHTS; actives 0.29% (n = 330,000); proliferation, % at 10 µM; MIN6 cells proliferation, ATPlite luminescence, 48 h; cells starved in 0.2% serum; 100% = growth in 10% serum;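 active = compounds whose signal lies at least 3.5 SD above the mean of all wells on their plate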;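 also: 0% = DMSO-treated cells in low-serum medium and 100% = 10% serum control; some compounds called inactive have numbers as strong as hits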
A3G deaminase: APOBEC3G DNA deaminase inhibitors, primary screen, biochemical, fluorescence, single-stranded DNA substrate, uHTS. DNA dC->dU-editing enzyme APOBEC-3G (Homo sapiens), Q9HC16. AID 493012, 2011. recombinant A3G, ssDNA deamination FAM/TAMRA fluorescence. inhibition, % at 20 µM. actives 0.28% (n = 330,000);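 active = inhibition of at least 40% at 20 µM, with no more than 30% in the related APOBEC3A deaminase screen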;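 also: plate controls were DMSO wells with A3G for no effect and wells lacking A3G enzyme for full effect; some compounds called inactive have numbers as strong as hits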
Target sequence (Q9HC16 whole entry, looked up): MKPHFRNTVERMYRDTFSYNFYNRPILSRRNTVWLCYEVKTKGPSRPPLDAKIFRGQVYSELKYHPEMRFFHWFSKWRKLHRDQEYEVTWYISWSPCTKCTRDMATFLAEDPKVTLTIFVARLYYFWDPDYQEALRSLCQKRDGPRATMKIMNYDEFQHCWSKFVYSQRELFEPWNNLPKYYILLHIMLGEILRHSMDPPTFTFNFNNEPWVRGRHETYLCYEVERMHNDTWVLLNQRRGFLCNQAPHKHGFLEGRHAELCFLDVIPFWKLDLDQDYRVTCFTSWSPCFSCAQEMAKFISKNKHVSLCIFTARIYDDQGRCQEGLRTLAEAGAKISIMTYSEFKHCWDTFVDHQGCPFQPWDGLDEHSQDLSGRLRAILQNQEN
The depositor's hits bear a star; nt = no result given. Hits appear at their usual frequency; overall some 3.3% were active at least once.

SMILES	mIAP activ	hIAP block	MPTP block	A3A deaminase	ATG4B inhibitor	mIAP block	hIAP act	beta cell repl	A3G deaminase
CC1Cc2ccccc2N1CC(=O)Nc1ccc(S(N)(=O)=O)cc1 (centres undefined)	0.96	-3	1.3	-4	-1	4	1	-3	-5
CCOc1ccc2nc(SCC(=O)N3c4ccccc4Sc4ccccc43)c(C#N)cc2c1	0.89	-10	2.0	1	3	11	1.1	0	-5
O=C(O)CC1C(=O)OCN1C(=O)OCc1ccccc1 (centres undefined)	0.87	-7	-0.3	-2	-3	13	1.1	0	-3
Cc1ccc(S(=O)(=O)Nc2ccc3c(c2)C(=O)N([C@H](C)CO)C[C@@H](C)[C@@H](CN(C)C(=O)Nc2cccc4ccccc24)O3)cc1	0.95	-1	-0.5	0	-11	5	1	-2	-2
Cc1n[nH]c(C)c1S(=O)(=O)N1CCCC(C(=O)O)C1 (centres undefined)	1	-2	-0.5	-2	-3	0	1	1	-4
Cc1cccc(OCc2nc3c4c(ncn3n2)-c2ccccc2CC42CCCC2)c1	1	1	4.9	-3	2	-5	0.99	0	-4
COc1ccc(CN2CCN(C)CC2)cc1OCc1ccccc1	0.99	19	0.7	0	-6	1	0.81	-2	-2
O=C(CSCc1ccccc1Cl)NCCSc1ccccn1	1	3	1.2	-4	7	-2	0.97	0	-9
COc1ccc(OCc2cc(C(=O)N(C)Cc3cnccn3)no2)c(Cl)c1	1	-20	-0.6	1	2	-3	1.2	0	-2
C=CCn1c(NC(=O)c2ccccc2)nc2ccccc21	1.1	3	0.7	-4	3	-10	0.97	-4	-2
CC(Sc1nnc(C(F)(F)F)n1C)C(=O)Nc1ccc(N2CCOCC2)cc1 (centres undefined)	1.1	-8	-0.3	1	-5	-10	1.1	-2	0
Cc1nc2[nH]c(=O)c3c(n2n1)NC1=C(C(=O)CC(C)(C)C1)C3c1ccc(F)cc1 (centres undefined)	1	-6	1.5	-1	-8	-1	1.1	-3	-2
O=C(Cc1cccs1)Nn1c(Cc2cccs2)nc2ccccc2c1=O	0.92	-11	-0.4	-2	3	8	1.1	1	-3
COc1ccc2c(c1)C=C(CN1CCN(Cc3ccccc3C)C(CCO)C1)CO2 (centres undefined)	1	4	0.0	-5	12	-5	0.96	-3	-9
C=CCn1c(NCCc2ccccc2)nc2c1c(=O)n(C)c(=O)n2C	1	1	46	-1	-10	-1	0.99	-2	-1
ClC(Cl)c1nnc(-c2ccccc2)c(-c2c[nH]c3ccccc23)n1	0.86	1	52*	-2	-3	14	0.99	-6	-2
NCC(=O)CCC(=O)O	0.97	3	-2.4	-5	2	3	0.97	4	-6
c1ccc(CC2CCN(Cc3nc(-c4ccccc4)no3)CC2)cc1	1.1	5	2.0	-1	2	-10	0.95	-4	10
COc1cc(/C=N/NC(=O)c2ccccc2Cl)ccc1Oc1ccc([N+](=O)[O-])cn1	1	-10	-1.5	-7	-3	-3	1.1	-4	-4
CC1CCCN(S(=O)(=O)c2ccccc2[N+](=O)[O-])C1 (centres undefined)	0.95	-6	-0.9	1	-6	5	1.1	0	1
Cc1cccc(N2C(=O)c3cccc(Oc4ccc(Cl)cc4)c3C2=O)c1	1	-8	2.7	-1	1	-4	1.1	0	-1
CCN(CC(=O)Nc1ccc2c(c1)OCCO2)C(=O)CCOc1ccccc1	1.1	-12	-0.6	-2	-13	-9	1.1	-1	-3
CC(=O)c1ccc(OC(=O)c2ccc(Br)o2)cc1	1.1	3	-0.5	-1	2	-9	0.97	-3	-3
COc1cccc(OC)c1C(=O)NNC(=O)c1cccc(COc2ccc3c(c2)CCC3)c1	0.98	-70	-1.1	1	0	2	1.7	-1	-1
COc1ccc(C(=O)C2CCCN(C(=O)c3cccc(Cn4cccn4)c3)C2)cc1F (centres undefined)	0.96	-31	0.4	-1	23	4	1.3	-1	-13
SMILES	mIAP activ	hIAP block	MPTP block	A3A deaminase	ATG4B inhibitor	mIAP block	hIAP act	beta cell repl	A3G deaminase
COC(=O)c1ccc(NC(=O)c2c(C(=O)Nc3ccccc3)sc3nc(C)cc(=O)n23)cc1	0.92	0	0.1	4	-10	8	1	-2	-11
CCCCN(C(=O)NC(=O)Nc1ccccc1OCC)S(C)(=O)=O	0.95	7	0.5	-1	-6	4	0.93	0	-2
Cc1ccc(C(=O)NCCC(=O)N2CCOCC2)cc1	1	-8	-2.3	-4	-5	-1	1.1	1	-9
Cc1ccc(NC(=O)C2CCCN2S(=O)(=O)c2ccc(F)cc2)c(C)c1 (centres undefined)	1.1	-8	-1.1	-1	-13	-6	1.1	0	1
NNC(=O)c1[nH]c2ccc(Br)cc2c1-c1ccccc1	0.93	0	0.1	-2	-4	7	0.99	-3	-1
CC1=C(C)CC(C(=O)Nc2ccc(C(N)=O)cc2)C(C(=O)O)C1 (centres undefined)	1	-12	-1.1	2	4	-1	1.1	-3	-4
CCC(Oc1ccccc1)C(=O)Nc1nc2ccccc2[nH]1 (centres undefined)	0.95	-38	-1.2	-6	-17	5	1.4	-1	-4
O=C(Cc1cccc(NC(=O)C2CCN(C(=O)C3CCC3)CC2)c1)Nc1cccc(C(=O)N2CCCC2)c1	1.1	5	-1.0	0	-5	-13	0.95	-2	-4
Cc1ccc(NC(=O)C(=O)NCCN2CCN(C(=O)C(c3ccccc3)c3ccccc3)CC2)cc1	0.96	15	1.1	-1	7	4	0.85	-3	0
Cc1noc(C)c1C(=O)N1CCCC(Nc2ccc(C(C)C)cc2)C1 (centres undefined)	0.98	-12	-0.3	-6	5	2	1.1	-4	-6
O=C(Cn1ncc2c3ccccc3n(Cc3ccccc3F)c2c1=O)NCCN1CCOCC1	0.94	-4	-0.2	-4	-6	6	1	-2	-5
CN1CCN(C(=O)/C(=C/c2cn(S(=O)(=O)N(C)C)c3ccccc23)NC(=O)c2ccccc2F)CC1	0.95	2	-1.6	-5	-2	5	0.98	-2	-6
O=S(=O)(O)c1cccc2cccc(Nc3ccccc3)c12	0.93	-8	1.7	14	1	7	1.1	-1	10
Cc1cccc(C(=O)N2CCN(c3ncnc4c3cnn4-c3ccccc3)CC2)c1	0.98	-14	-1.1	0	-11	2	1.1	-3	-3
O=C(CNC(=O)c1ccccc1)c1ccccc1	1	9	-2.3	-8	-8	-2	0.91	2	-3
N#Cc1ccccc1OCC(=O)NNC(=O)CCC1CCCC1	0.92	-12	-1.1	-2	0	8	1.1	-1	-5
O=C(CSc1nc2ccccc2c(=O)[nH]1)Nc1ccc(C(=O)O)cc1	0.93	11	-0.8	5	-4	7	0.89	-1	-4
c1csc(-c2nc3ccccn3c2NC2CCCCC2)c1	1	-9	-1.8	-2	-7	-3	1.1	-6	-4
O=C(NCc1ccco1)C1(c2ccc(Cl)cc2)CCCC1	0.95	3	-1.9	9	-1	5	0.97	-1	2
Cn1c(=O)c2c(nc(SCC(=O)O)n2Cc2cc3c(cc2Cl)OCO3)n(C)c1=O	1.1	2	-0.8	-3	0	-8	0.98	0	4
CCOc1ccc2[nH]c3c(NCCC(C)C)ncnc3c2c1	2.2*	-61	78*	-2	9	-122	1.6	-7	-3
Cc1cc(NC(=O)CSc2nc3c(c(=O)n2CCc2ccccc2)SC(C)C3)no1 (centres undefined)	1	24	1.0	-2	5	-1	0.77	-1	-2
COc1ccc(NC(=O)CSc2nnc(CNC(=O)c3ccco3)o2)c(OC)c1	1	-2	18	6	-9	-4	1	-1	2
COc1ccccc1/C=C1\CCC(C2CCCC2)C1=O (centres undefined)	0.94	9	0.7	-2	1	6	0.91	-1	-8
COc1cc(NC(=O)c2ccc(S(=O)(=O)N(C)c3ccccc3)cc2)cc(OC)c1	0.99	-2	2.4	1	-13	1	1	-4	-1

Whole records as entered above. Order of values: mIAP activ	hIAP block	MPTP block	A3A deaminase	ATG4B inhibitor	mIAP block	hIAP act	beta cell repl	A3G deaminase
Cc1nc2[nH]c(=O)c3c(n2n1)NC1=C(C(=O)CC(C)(C)C1)C3c1ccc(F)cc1 (centres undefined) is listed as 1	-6	1.5	-1	-8	-1	1.1	-3	-2
COc1ccc(OCc2cc(C(=O)N(C)Cc3cnccn3)no2)c(Cl)c1 is listed as 1	-20	-0.6	1	2	-3	1.2	0	-2
Cc1ccc(NC(=O)C(=O)NCCN2CCN(C(=O)C(c3ccccc3)c3ccccc3)CC2)cc1 is listed as 0.96	15	1.1	-1	7	4	0.85	-3	0

Later entries:
SMILES	mIAP activ	hIAP block	MPTP block	A3A deaminase	ATG4B inhibitor	mIAP block	hIAP act	beta cell repl	A3G deaminase
Cc1ccc(N(CC(=O)NC2CCCCC2)C(=O)CCCC(=O)Nc2ccccn2)c(C)c1	1.1	-10	0.7	-3	9	-8	1.1	1	-3
CCc1ccccc1Cn1c(=O)oc2cccnc21	1	11	1.3	3	6	-2	0.89	1	-1
CC(Nc1nc(-c2ccc3c(c2)NC(=O)CO3)cs1)c1ccccc1 (centres undefined)	0.96	-6	-0.7	-1	-5	4	1.1	-5	0
O=C1CS(=O)(=O)N(Cc2ccccc2F)c2ccc(Br)cc21	1	nt	4.6	0	0	-1	nt	nt	3
N#C/C(=N\Nc1ccc(F)cc1)C(=N)N1CCCCC1	1	9	1.4	-1	-1	-3	0.91	-2	2
CN1CCN(S(=O)(=O)c2ccc(Br)s2)CC1	0.88	-8	0.4	-2	-3	12	1.1	-2	-4
C=CCn1c(SCC(=O)Nc2cccnc2Cl)nnc1-c1ccc(C(C)(C)C)cc1	1.1	-2	2.8	-1	-10	-9	1	-2	-2
CCOC(=O)c1c(C)c(C(=O)NCC2CCCO2)c(C)n1CC (centres undefined)	0.94	3	0.3	2	2	6	0.97	4	0
O=C(Nc1cccc2c1CCCC2)C1CCN(C(=O)NC2CCCCC2)CC1	1	10	1.1	1	-1	-3	0.9	-1	-3
O=C(c1ccccc1Cl)N1CCC(N2CCC(C(=O)N3CCCC3)CC2)CC1	0.95	7	-0.1	-4	-8	5	0.93	-3	5
CC(=O)[C@@]12O[C@@H]1C[C@H]1[C@@H]3CC[C@H]4C[C@@H](O)CC[C@]4(C)[C@H]3CC[C@@]12C	1	1	-0.7	0	1	-1	0.99	-2	-3
Cn1nc(-c2ccc(C(=O)Nc3cccnc3)cc2)c2ccccc2c1=O	1	-5	0.0	0	-6	0	1.1	2	-6
CN(C)c1ccc(-c2cccc(C3CC=CC4C3C(=O)N(Cc3ccccc3)C4c3ccc4ccccc4c3)c2)cc1 (centres undefined)	1	2	0.8	-5	-6	-3	0.98	-3	-8
COCCCNC(=O)C1CC(=O)OC1c1ccc(OC)c(OC)c1 (centres undefined)	1.2	4	-0.2	4	-11	-17	0.96	-2	2
Cc1ccccc1OCC(O)CN1CCN(c2ccc(Cl)cc2)CC1 (centres undefined)	0.95	3	1.5	-3	-5	4	0.97	-2	-3
COc1ccc(N2CCN(CCCNC(=O)c3cc4sccc4n3C)CC2)cc1	1	13	5.3	-2	-13	-3	0.87	-1	-4
Cc1nc(N)c(C#N)c(-c2cccnc2)c1C	0.93	4	-1.2	-1	1	7	0.96	9.6*	-4
